aSyn tox rescue: qHTS of alpha-syn Inhibitors: NCGC Sytravon Library Screen. S. cerevisiae alpha-synuclein toxicity rescue, BacTiter-Glo growth, 24 h. Potency, µM (highest dose often 46.1 µM), for the others: top-dose growth rescue (activation), usual class: activators. 94,000 compounds, 0.02% hits. AID 1347070, 2019; active = well fitted activation curve with a large enough effect; inconclusive = small, poorly fitted or top-dose-only effect; note: 0% is about no effect
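Growth restoration measured by BacTiter-Glo luminescence after 24 hr at 30 deg C; alpha-synuclein yeast, raffinose-pregrown to mid-log, were added at OD600=0.02 in galactose medium onto pinned compounds.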
Active calls of the source: *; ? = inconclusive; [ ] = remark or other dose. Potency is the fitted concentration of half-maximal effect.

SMILES	aSyn tox rescue
CCC(Sc1ncccc1C(=O)Oc1ccccc1Cl)C(=O)Nc1ccccc1OC (stereo not given)	7%
Cc1ccc(C)c(N2CCN(C(=O)Cn3ncc4ccsc4c3=O)CC2)c1	-10%
Cc1ccccc1CNC(=O)CN1C(=O)CCCc2ccccc21	-13%
CC(=O)Nc1ccc(S(=O)(=O)N(C)CC(=O)Nc2cccc(S(=O)(=O)N3CCCC3)c2)cc1	-1%
CCCn1cc(SCC(=O)NCc2ccc3c(c2)OCO3)c2ccccc21	6%
CCOC(=O)c1c(C)[nH]c(CCC(=O)NCc2ccc(CC)cc2)c1C	1%
CCCCC(=O)Nc1cc(-c2nc3ccccc3o2)ccc1OC	-12%
COc1ccc(CCN(C)CC(=O)Nc2cc(C)nc3ccccc23)cc1OC	-1%
CCC(C(=O)NCCc1ccccc1)n1nc(C)n2c(cc3sccc32)c1=O (stereo not given)	5%
CCc1cccc2c(-c3ccccc3)nc(SCC(=O)Nc3ccccc3)nc12	-2%
COc1ccc(CNC(=O)c2ccc3c(c2)CCN3S(=O)(=O)c2ccccc2)cc1	6%
Cc1ccc2nc(N(Cc3cccnc3)C(=O)COc3ccccc3)sc2c1	8%
Clc1ccccc1CSc1nncn2c1cc1occc12	9%
O=C(O)CCc1ccc(-c2ccc(Br)cc2)n1-c1ccccc1O	-3%
CCOC(=O)c1cnc2cc(F)c(F)cc2c1N1CCOCC1	9%
Cc1nc2c([nH]c3ccccc32)c(=O)n1N	8%
CCOc1ccc(-c2cn(-c3ccc(OC)cc3)c(SC)n2)cc1	3%
COc1ccccc1CNC(=O)C(CC(C)C)NS(=O)(=O)c1ccc2c(c1)oc(=O)n2C (stereo not given)	-9%
CCc1ccc(OCC(=O)Nc2ccc(S(=O)(=O)Nc3ccccn3)cc2)cc1	-4%
COc1ccc(CCNCCC(c2ccccc2)c2ccccc2)cc1OC	5%
CN(C(=O)c1ccc2c(c1)N(Cc1ccc(F)cc1)C(=O)c1ccccc1S2(=O)=O)C1CCCCC1	-14%
O=C(CNS(=O)(=O)c1ccc(Br)s1)N1CCN(c2ccc(F)cc2)CC1	7%
CC1CC(C)CN(C(=O)c2cc3c(=O)n4ccccc4nc3s2)C1 (stereo not given)	4%
COc1ccc(-c2cc(C(F)(F)F)nc(SCC(=O)NCc3ccc(Cl)cc3)n2)cc1	7%
CN1CCN(c2cc(=O)n(Cc3ccc(F)cc3)c(=O)[nH]2)CC1	0%
O=C(CN1C(=O)C2(SCC(=O)N2c2ccccc2)c2ccccc21)NCc1ccccc1 (stereo not given)	-2%
O=C(NC1CC1)C1CCN(C2CCN(C(=O)Cc3ccc(F)cc3)CC2)CC1	2%
COC(=O)c1cc(=O)n(Cc2ccc(OC)c(OC)c2)c(=Nc2ccc(F)cc2)s1	-3%
COc1cc(OC)cc(-c2cc3nc(C)c(CCC(=O)Nc4ccc(F)c(Cl)c4)c(C)n3n2)c1	-3%
Cc1ccc(S(=O)(=O)NC(=O)NCc2ccc(F)cc2)cc1	7%
CCOC(=O)c1c(C)[nH]c(C(=O)N2CCc3cc(OC)c(OC)cc3C2)c1C	-1%
O=C(NCC1CCCO1)C(=O)N/N=C/c1ccccc1C(=O)O (stereo not given)	-2%
CN(C)S(=O)(=O)c1cccc(C(=O)NCC(C)(C)CNC(=O)c2cccc(S(=O)(=O)N(C)C)c2)c1	9%
Cc1cc(NC(=O)CCCN2C(=O)c3cccc4cccc(c34)C2=O)no1	-14%
CCN(CC)CCCNC(=O)CSc1c2c(nc3cc(Cl)ccc13)CCCC2	17%
O=C(COC(=O)c1cc(S(=O)(=O)N2CCCC2)ccc1O)NCc1ccccc1	-2%
N#Cc1ccccc1S(=O)c1ccccc1C(=O)Nc1ccccc1 (stereo not given)	-7%
CCOc1ccc(C2C(C(N)=O)=C(C)Nc3nc(SCc4ccccc4)nn32)cc1 (stereo not given)	0%
O=C(CNc1n[nH]c(=O)[nH]c1=O)N/N=C/C1CC=CCC1 (stereo not given)	-28%
CC(=O)NC(CCS(C)(=O)=O)C(=O)Nc1cc(C)on1 (stereo not given)	-8%
COc1ccc(NC(=O)CSC2=Nc3ccccc3C3=NC(CC(=O)NCc4ccc5c(c4)OCO5)C(=O)N23)cc1 (stereo not given)	9%
CC(C)NC(=S)N/N=C/c1cccnc1	0%
COC(=O)c1ccc(CSc2c(C(C)C)cnc3c2c(=O)n(C)c(=O)n3C)cc1	-14%
Cc1cc(C(=O)CSc2ccc3c(c2)OCCO3)c(C)n1C1CC1	10%
Cc1cc(C)cc(Oc2coc3cc(OCC(=O)NC4CCCCC4)ccc3c2=O)c1	-2%
CCCc1cc(C(=O)NNC(=S)NCC2CCCO2)cs1 (stereo not given)	-4%
NS(=O)(=O)c1ccc(CCNC(=O)c2ccc3c(c2)OCCO3)cc1	-6%
COC(=O)c1sccc1NC(=S)Nc1ccc(OC)cc1	-4%
Cc1ccc(C(=O)Nc2cccc(-c3ccc(N4CCOCC4)nn3)c2)cc1	-5%
O=C(CCCCn1c(=O)c2ccccc2n(Cc2ccccc2F)c1=O)NCc1ccccc1Cl	7%
CCN(CC(=O)Nc1ccc(OC)cc1)C(=O)c1ccccc1Sc1ccccc1C#N	0%
Cn1c(SCc2ccccc2F)nc2c([nH]c3ccccc32)c1=O	-10%
Cc1ccc2c(c1)NC(=O)C(CC(=O)Nc1ccccc1Cl)O2 (stereo not given)	-2%
CCOC(=O)CC(NS(=O)(=O)c1cc(-c2cc(C)no2)ccc1C)c1ccc(C)cc1 (stereo not given)	13%
O=C(Cn1ncc2c3ccccc3n(Cc3ccccc3)c2c1=O)N1CCCCCC1	7%
CC(=O)Nc1ccc(NC(=O)CCCNC(=O)c2ccc(Cl)cc2)cc1	-3%
CCOC(=O)c1cccc(NC(=O)CC2C(=O)N(c3ccc(OC)cc3)C(=O)N2C2CCCC2)c1 (stereo not given)	-6%
COc1ccc(C(=O)NNC(=O)CCC(=O)NNC(=O)c2ccc(OC)cc2)cc1	-11%
CCN1C(=O)[C@H]2[C@@H](c3ccc(C)cc3)N[C@]3(CCCN(Cc4ccc(F)cc4)C3=O)[C@H]2C1=O	-5%
CSc1cccc(NC(=S)N2CCC(N(C)C3CCCC3)CC2)c1	-7%

2 entries picked at random from those above, as already listed:
SMILES	aSyn tox rescue
CCN(CC(=O)Nc1ccc(OC)cc1)C(=O)c1ccccc1Sc1ccccc1C#N	0%
Cn1c(SCc2ccccc2F)nc2c([nH]c3ccccc32)c1=O	-10%

New compounds follow.
SMILES	aSyn tox rescue
Cc1nc2ccccc2n1C(=O)N(C)C	8%
CC(C)(C)OC(=O)N1CCC(c2c(C(=O)NCCCN3CCc4ccccc4C3)cnn2-c2ccccc2)CC1	1%
Cc1ccc(Nc2c(-c3ccc(O)cc3)nc3cccc(C)n23)cc1	-6%
O=c1c([N+](=O)[O-])cccn1Cc1cccc(Cl)c1	-7%
CCOC(=O)C1=C(C)Nc2nnnn2C1c1ccc(OC)c(Br)c1 (stereo not given)	7%
CC(=O)Nc1ccc(S(=O)(=O)NCc2cccn2Cc2cccc(C)c2)cc1	3%
CCCCN(CC)CCCNC(=O)c1cc2c(-c3ccc(OC)c(OC)c3)nn(C)c2s1	-2%
O=S(=O)(NCCc1csc(-c2cccnc2)n1)c1ccc(Cl)s1	-9%
CCC(=O)N1c2ccccc2CC1C(=O)N1CCN(c2ccccc2F)CC1 (stereo not given)	7%
COc1cc(NC(=O)CCn2c(=O)oc3ccccc32)cc(OC)c1OC	7%
CC(C)(C)NC(=O)CN1C(=O)c2cccc3cccc1c23	2%
O=C(CSCc1nc2cccnc2n1C1CCCCC1)NCc1cccc(Br)c1	3%
COc1ccc(OC)c(NC(=O)c2oc(=O)c3ccccc3c2-c2ccccc2)c1	9%
N#Cc1ccccc1COC(=O)c1cc(=O)c2ccccc2o1	0%
Cc1cccnc1NC(=O)COc1ccc2c(c1)CCC2	-8%
O=C(CNS(=O)(=O)c1ccc(Cl)cc1)N/N=C/c1ccco1	-1%
CCCCCCN1C[C@H](O)[C@@H](n2cc(-c3ccc(F)cc3)nn2)C[C@@H]1c1ccc(C)cc1	-10%
Cc1nc2ccccc2cc1C(=O)N(C)Cc1ccccc1	1%
Cc1ccc(S(=O)(=O)c2nnn3c2nc(N2CCN(c4ccc(F)cc4)CC2)c2cc(Cl)ccc23)cc1C	1%
CCc1ccccc1N(CC(=O)NC1CCCCC1)C(=O)CCC(=O)Nc1ccccn1	3%

19 entries from above, in CSV form:
mol,aSyn tox rescue
CCN1C(=O)[C@H]2[C@@H](c3ccc(C)cc3)N[C@]3(CCCN(Cc4ccc(F)cc4)C3=O)[C@H]2C1=O,-5%
CSc1cccc(NC(=S)N2CCC(N(C)C3CCCC3)CC2)c1,-7%
Cc1nc2ccccc2n1C(=O)N(C)C,8%
CC(C)(C)OC(=O)N1CCC(c2c(C(=O)NCCCN3CCc4ccccc4C3)cnn2-c2ccccc2)CC1,1%
Cc1ccc(Nc2c(-c3ccc(O)cc3)nc3cccc(C)n23)cc1,-6%
O=c1c([N+](=O)[O-])cccn1Cc1cccc(Cl)c1,-7%
CCOC(=O)C1=C(C)Nc2nnnn2C1c1ccc(OC)c(Br)c1 (stereo not given),7%
CC(=O)Nc1ccc(S(=O)(=O)NCc2cccn2Cc2cccc(C)c2)cc1,3%
CCCCN(CC)CCCNC(=O)c1cc2c(-c3ccc(OC)c(OC)c3)nn(C)c2s1,-2%
O=S(=O)(NCCc1csc(-c2cccnc2)n1)c1ccc(Cl)s1,-9%
CCC(=O)N1c2ccccc2CC1C(=O)N1CCN(c2ccccc2F)CC1 (stereo not given),7%
COc1cc(NC(=O)CCn2c(=O)oc3ccccc32)cc(OC)c1OC,7%
CC(C)(C)NC(=O)CN1C(=O)c2cccc3cccc1c23,2%
O=C(CSCc1nc2cccnc2n1C1CCCCC1)NCc1cccc(Br)c1,3%
COc1ccc(OC)c(NC(=O)c2oc(=O)c3ccccc3c2-c2ccccc2)c1,9%
N#Cc1ccccc1COC(=O)c1cc(=O)c2ccccc2o1,0%
Cc1cccnc1NC(=O)COc1ccc2c(c1)CCC2,-8%
O=C(CNS(=O)(=O)c1ccc(Cl)cc1)N/N=C/c1ccco1,-1%
CCCCCCN1C[C@H](O)[C@@H](n2cc(-c3ccc(F)cc3)nn2)C[C@@H]1c1ccc(C)cc1,-10%

New compounds follow.
SMILES	aSyn tox rescue
O=C(c1ccc(F)cc1)N1CCC(c2nc(-c3ccc(S(=O)(=O)N4CCCC4)cc3)no2)CC1	1%
CNc1cc(N2CCN(S(=O)(=O)N(C)C)CC2)ccc1[N+](=O)[O-]	-52%[inhibitor]
Cc1nc2ccccc2c2oc(C(=O)N3CCc4ccccc4C3)cc12	-9%
CN(CC(=O)Nc1cccc(F)c1)C(=O)c1ccccc1-n1cnnn1	3%
Cc1cc(C)c(S(=O)(=O)N2CCOC2CNC(=O)C(=O)NCCc2ccc(S(N)(=O)=O)cc2)c(C)c1 (stereo not given)	-4%
CCc1ccc(S(=O)(=O)Nc2cccc(-c3ccc(OC)nn3)c2)s1	-4%
Cc1ccccc1NC(=O)c1c(NC(=O)c2ccccc2)sc2c1CCC2	-6%
CCCn1c(=O)c2sccc2n2c(CCCC(=O)N3CCN(c4ccccc4OC)CC3)nnc12	-8%
Cc1c(NC(=O)Nc2ccc(C#N)cc2)c(=O)n(-c2ccccc2)n1C	-5%
COC(=O)c1cc(S(=O)(=O)N2CCN(c3cccc(C)c3)C(C)C2)cn1C (stereo not given)	-2%
Cc1ccc(-n2nc(CO)c(C(=O)NCCC(C)C)n2)cc1C	9%
CC(Oc1ccc(Cl)cc1)C(=O)NCC1CCCO1 (stereo not given)	-3%
CSc1ccc(CCNC(=O)c2ccc(CS(=O)(=O)c3ccc(Br)cc3)o2)cc1	-1%
COc1ccc(-c2c3c(nc4sc(C(=O)Nc5cccc(OC)c5)c(N)c24)CC(C)(C)CC3=O)cc1	10%
COc1cccc(CN(C)S(=O)(=O)c2c(C)noc2C)c1OC	-1%
Cc1csc2nc(CCNS(=O)(=O)c3ccc(F)cc3)cn12	1%
CN1CCN(c2ccc(-c3cccc(NC(=O)COc4ccc(Cl)cc4Cl)c3)nn2)CC1	-2%
CN(C)CCCN(Cc1cc2cc3c(cc2[nH]c1=O)OCO3)C(=S)Nc1ccccc1	7%
CCOC(=O)C1CCN(C(=O)c2ccccc2)c2scc(-c3ccccc3)c2C1=O (stereo not given)	7%
N#Cc1ccc(CSc2nc3c(c(=O)[nH]2)CCC3)cc1	-4%
CCOc1cccc(NC(=O)C2CC(=O)N(C)C(=Nc3ccc(F)cc3)S2)c1 (stereo not given)	?
CCc1ccc(S(=O)(=O)c2nnn3c2nc(Nc2cc(OC)ccc2OC)c2sccc23)cc1	0%
CCCCn1c(N)c(N(CC(C)C)C(=O)CCCn2c(=O)oc3ccccc32)c(=O)[nH]c1=O	6%
CC(C)(C)NC(=O)COC(=O)c1ccccc1NC(=O)c1ccco1	-1%
Cc1cccc(OCc2ccc(-c3nc(C#N)c(N4CCN(c5ccccc5)CC4)o3)o2)c1	-8%
Cc1c(C(=O)OCC(=O)N2CCCC(C)C2)oc2ccccc12 (stereo not given)	19%
Cc1nc2c(C(=O)NCc3ccccc3Cl)cnn2c(C)c1Cc1ccccc1	-11%
CC(C)(C)OC(=O)N1CCC(c2c(C(=O)N3CCN(c4ccc(Cl)cc4)CC3)cnn2-c2ccc(F)cc2F)CC1	11%
O=C1CCc2cc(S(=O)(=O)NCc3ccc(F)cc3)cc3c2N1CC3	-8%
CC(=O)c1ccc(Nc2nc3c(S(=O)(=O)c4ccccc4)nnn3c3ccc(Cl)cc23)cc1	-2%
CCCN(CC(=O)Nc1ccccc1C)C(=O)c1ccc(N2CCOCC2)c([N+](=O)[O-])c1	6%
O=C(O)CCn1cnc2onc(-c3cc(F)cc(F)c3)c2c1=O	-2%
Cc1c(Cl)cccc1NC(=O)C(=O)NCCc1csc2nc(-c3ccccc3F)nn12	2%
Cc1ccc(C)c(S(=O)(=O)N2CCCC2CNC(=O)C(=O)NC2CC2)c1 (stereo not given)	8%
COc1cc(/C=C2\C(=O)N(c3cccc(C(=O)O)c3)N=C2C)ccc1OCc1ccccc1	-7%

Screens from PubChem.

The list is partial. The share of hits here may be higher or lower than overall.
